Source: PubChem
BoNT-A LC inh2: BoNT/A light chain protease inhibitors, primary screen, biochemical, flow cytometry, MLPCN library; multiplex microsphere protease substrate cleavage; inhibition, % at 10 µM; hit rate 0.17% among 360,000; AID 588499, 2011; in the data active means inhibition above about 30%; inconclusive means no clear call, values can overlap the other calls; further: plate controls were buffer without enzyme for full effect and enzyme alone for no effect
GDH-TPI counter: GDH-TPI coupling enzyme inhibitors, primary screen, artefact control for M. tuberculosis FBA inhibitor project, biochemical, absorbance, full deck | AID 588335, 2011 | GDH-TPI coupled enzyme counterscreen, NADH absorbance | hit rate 1.2% among 360,000 | inhibition, % at 4.8 µM;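 further: 0% = DMSO wells and 100% = wells lacking the enzyme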
CCHFV vOTU inh: CCHFV vOTU protease inhibitors, primary screen, biochemical, Pep-AMC substrate, fluorescence; inhibition, % at 11.5 µM; AID 651958, 2012; Crimean-Congo hemorrhagic fever virus L polyprotein viral ovarian tumor (vOTU) protease …; hit rate 0.55% among 370,000; further: 0% = vehicle wells with enzyme and 100% = no enzyme wells
Mtb UGM inh: M. tuberculosis UGM enzyme inhibitors, primary screen, biochemical, fluorescence polarization, single point. UDP-galactopyranose mutase (Mycobacterium tuberculosis (strain ATCC 25618 / H37Rv)), …. purified UGM, fluorescence polarization probe displacement. inhibition, % at 10 µM. hit rate 0.06% among 320,000. AID 504406, 2011; in the data active means inhibition above about 10%, passing the limit was not always enough; inconclusive means no clear call, values can overlap the other calls
Target sequence (P9WIQ1 whole entry, looked up): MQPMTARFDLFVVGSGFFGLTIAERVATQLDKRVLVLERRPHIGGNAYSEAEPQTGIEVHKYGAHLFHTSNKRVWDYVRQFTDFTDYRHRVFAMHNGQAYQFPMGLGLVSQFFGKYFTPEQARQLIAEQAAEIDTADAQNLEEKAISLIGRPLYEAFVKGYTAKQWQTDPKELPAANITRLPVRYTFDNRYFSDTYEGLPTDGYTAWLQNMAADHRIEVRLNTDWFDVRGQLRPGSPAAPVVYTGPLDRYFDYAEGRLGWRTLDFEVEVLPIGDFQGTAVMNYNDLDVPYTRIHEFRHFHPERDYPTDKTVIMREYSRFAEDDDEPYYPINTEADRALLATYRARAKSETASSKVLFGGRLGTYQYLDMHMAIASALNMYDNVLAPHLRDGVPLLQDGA
FBA Mtb inh: Mtb FBA enzyme inhibitors, primary screen, biochemical, fluorescence, strain H37Rv; Fructose-bisphosphate aldolase (Mycobacterium tuberculosis (strain ATCC 25618 / H37Rv)), …; purified M. tuberculosis FBA, fluorescence read-out; inhibition, % at 1 µM; hit rate 2.3% among 360,000; AID 588726, 2011; in the data active means inhibition above about 27%;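 further: 0% = vehicle and 100% = reference inhibitor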
Target sequence (P9WQA3 whole entry, looked up): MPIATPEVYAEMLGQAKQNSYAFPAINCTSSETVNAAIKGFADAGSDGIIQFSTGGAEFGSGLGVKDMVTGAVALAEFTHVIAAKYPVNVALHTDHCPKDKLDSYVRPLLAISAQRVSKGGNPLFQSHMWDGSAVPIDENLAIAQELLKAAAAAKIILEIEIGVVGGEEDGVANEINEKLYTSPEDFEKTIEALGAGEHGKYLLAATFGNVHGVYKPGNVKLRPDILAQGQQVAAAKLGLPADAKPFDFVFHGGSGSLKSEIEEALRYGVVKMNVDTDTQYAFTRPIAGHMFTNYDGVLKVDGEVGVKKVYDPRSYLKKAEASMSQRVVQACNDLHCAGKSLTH
FadD28 FP inh: inhibitors of FadD28 bisubstrate probe binding, primary screen, biochemical, fluorescence polarization, single point. Mycobacterium tuberculosis FadD28 fatty-acid-AMP ligase. inhibition, % at 12.5 µM. hit rate 0.22% among 360,000; in the data active means inhibition above about 8.5%, passing the limit was not always enough; inconclusive means no clear call, values can overlap the other calls
BoNT-F LC inh: BoNT/F light chain protease inhibitors, primary screen, biochemical, flow cytometry, MLPCN library. Multiplex microsphere protease cleavage assay. hit rate 0.22% among 360,000. inhibition, % at 10 µM; in the data active means inhibition above about 35%, passing the limit was not always enough; inconclusive means no clear call, values can overlap the other calls; further: plate controls were buffer without enzyme for full effect and enzyme alone for no effect
PrPC TRFRET: inhibitors of human cell surface prion protein PrPC, primary screen, cell-based, TR-FRET; inhibition, % at 13.8 µM; Major prion protein (Homo sapiens), P04156; hit rate 0.43% among 370,000; TR-FRET read-out; in the data active means inhibition above about 24%; further: 0% = median of the test wells and 100% = reference compound wells
BioA inh: M. tuberculosis BioA enzyme inhibitors, primary screen, biochemical, plate reader, single point, HTS | inhibition, % at 9.99 µM | purified M. tuberculosis BioA enzyme | hit rate 0.096% among 360,000 | AID 602481, 2012; in the data active means inhibition above about 40%; inconclusive means no clear call, values can overlap the other calls
* marks the source's active call; other numbers are inactive results; ? = inconclusive; . = no result given. Unless noted, no stated cut-off is given here; in the data, active means inhibition above about 30%; inactive means the rest.

SMILES	BoNT-A LC inh2	GDH-TPI counter	CCHFV vOTU inh	Mtb UGM inh	FBA Mtb inh	FadD28 FP inh	BoNT-F LC inh	PrPC TRFRET	BioA inh
CCOC(=O)C1=C(C)NC(=O)NC1c1cccnc1 (configuration not stated)	0.0	8	8	-0.4	1	-4.8	13	7	0.2
Cc1ccc2oc(=O)c3cc(C(=O)N4CCN(C)CC4)sc3c2c1	-0.3	15	12	1.1	7	-2.3	5	-5	-1.1
CC1(C(=O)NS(=O)(=O)c2ccccc2Cl)CCN1C(=O)Cc1cc(F)ccc1F (configuration not stated)	-0.6	-5	-2	.	-2	-2.1	-4	4	-0.5
C/C(Cl)=C\Cn1c(=O)c2c(nc3n2CCS3)n(C)c1=O	0.2	-2	2	-0.2	2	-4.1	9	-3	1.6
CC(C)C[C@H](NC(=O)OC(C)(C)C)C(=O)N1CCC(C(=O)O)CC1	-0.1	0	10	0.9	0	-3.3	-2	5	-0.4
O=[N+]([O-])c1ccc(NCCCNS(=O)(=O)c2ccccc2)c(Cl)c1	1.1	15	15	2.4	-1	-0.9	2	4	.
O=C(Nc1ccc(F)cc1)c1ccc(Cn2cnnn2)cc1	-0.4	-3	-4	1.5	-1	-3.1	-3	5	.
N=c1c2ccccc2nc2n1CCCCCCC2	-0.3	-3	11	.	2	-0.8	2	1	2.1
CSc1ccc(S(=O)(=O)Nc2c(C)cccc2C)cc1	-0.4	10	-10	-2.8	-1	-3.0	-6	11	1.5
COCCN1C2=C(COC(C)(C)C2)C(=S)NC1c1ccccc1 (configuration not stated)	?	18	5	2.2	0	-2.6	?	-2	.
CCN(CC)S(=O)(=O)c1ccc(Cl)c(C(=O)NCc2ccco2)c1	0.1	-3	7	-1.6	3	-0.4	1	3	.
CCOc1ccc2nc(N3C(=O)/C(=C/c4ccccc4)NC3=S)sc2c1	0.1	20	-6	3.3	2	1.4	-2	10	.
O=C(Cn1c(=O)c2c3c(sc2n(Cc2ccccc2)c1=O)CCCC3)NCCO	-0.5	4	3	-2.1	-2	1.4	6	5	0.6
Cc1ccc(-n2c(N)c(C(=O)NCc3cccnc3)sc2=S)cc1	1.2	6	7	-1.0	-1	-2.9	0	22	0.1
O=C1CSCC(=O)N1Cc1ccc(Cl)cc1Cl	0.6	1	-1	1.7	3	-4.3	-4	5	0.2
O=C(NC1CCCC1)c1c[nH]c2ccc(F)cc2c1=O	2.8	16	-1	0.5	1	-3.7	-57	-5	0.0
Cn1c(=O)c2c(nc(N3CCCCC3)n2CCNC2=NCCC2)n(C)c1=O	0.1	-9	7	2.3	-6	-2.2	-4	-3	.
O=C(NCCC(=O)N1CCCC(C(F)(F)F)C1)c1ccccc1Cl (configuration not stated)	-1.9	-2	-2	0.9	-1	-2.0	-2	1	-0.7
CCC(=O)NC(c1cc(Cl)c2ccccc2c1O)C(C)C (configuration not stated)	-1.3	3	-6	1.6	9	-6.0	-10	-1	-1.1
COC(=O)Cc1ccc(NC(=S)NNC(=O)C2CC2)cc1	1.4	3	-3	-0.5	-1	-0.4	?	-4	-0.4
CCCS(=O)(=O)N1CCCC(C(=O)NCCCN2CCCC2=O)C1 (configuration not stated)	0.8	4	9	2.6	-2	2.5	1	7	-1.0
NC(=O)NC(=O)CSc1nc2sc(-c3ccccc3)cc2c(=O)n1-c1ccccc1	-0.4	16	-3	1.0	4	-2.6	-10	1	.
COc1ccc(S(=O)(=O)Nc2ccccn2)cc1C(=O)Nc1ccccc1	-6.0	1	21	-1.2	-2	-3.1	-1	-2	-2.1
COc1ccc(C(=O)NN/C(C)=C/C(=O)C(F)(F)C(F)(F)C(F)(F)F)cc1	-0.3	9	2	1.0	1	0.4	-6	-1	.
CCN(CC)c1ccc(/C=N/NC(=S)NCc2ccco2)cc1	-0.8	26	-24	-0.1	18	-2.2	-5	2	.
O=C(CSc1nc(C2CC2)nc2ccccc12)Nc1ccccc1	-1.1	13	4	-0.4	-1	.	6	13	-1.3
COc1ccc(-c2[nH]n(-c3ccc([N+](=O)[O-])cc3)c(=O)c2C=NCc2ccc(F)cc2)cc1	1.3	-2	7	0.2	0	-0.9	-3	3	-0.8
CCOc1cc(/C=C2\C(=O)ON=C2C)ccc1OCc1ccccc1	-0.2	-2	-14	-1.9	3	-3.7	-3	-5	.
CC1CC(C)CN(c2cc(N(C)CCO)c([N+](=O)[O-])c3nonc23)C1 (configuration not stated)	-1.1	5	15	.	-44	-4.3	-4	-30	2.3
O=C(NC1CCCC1)C(c1ccsc1)N(Cc1ccccc1)C(=O)Cc1cccs1 (configuration not stated)	1.2	-5	8	-2.1	5	-0.6	-8	-4	-1.5

Reprinted from the listing, 14 compounds:
SMILES	BoNT-A LC inh2	GDH-TPI counter	CCHFV vOTU inh	Mtb UGM inh	FBA Mtb inh	FadD28 FP inh	BoNT-F LC inh	PrPC TRFRET	BioA inh
Cn1c(=O)c2c(nc(N3CCCCC3)n2CCNC2=NCCC2)n(C)c1=O	0.1	-9	7	2.3	-6	-2.2	-4	-3	.
O=C(NCCC(=O)N1CCCC(C(F)(F)F)C1)c1ccccc1Cl (configuration not stated)	-1.9	-2	-2	0.9	-1	-2.0	-2	1	-0.7
CCC(=O)NC(c1cc(Cl)c2ccccc2c1O)C(C)C (configuration not stated)	-1.3	3	-6	1.6	9	-6.0	-10	-1	-1.1
COC(=O)Cc1ccc(NC(=S)NNC(=O)C2CC2)cc1	1.4	3	-3	-0.5	-1	-0.4	?	-4	-0.4
CCCS(=O)(=O)N1CCCC(C(=O)NCCCN2CCCC2=O)C1 (configuration not stated)	0.8	4	9	2.6	-2	2.5	1	7	-1.0
NC(=O)NC(=O)CSc1nc2sc(-c3ccccc3)cc2c(=O)n1-c1ccccc1	-0.4	16	-3	1.0	4	-2.6	-10	1	.
COc1ccc(S(=O)(=O)Nc2ccccn2)cc1C(=O)Nc1ccccc1	-6.0	1	21	-1.2	-2	-3.1	-1	-2	-2.1
COc1ccc(C(=O)NN/C(C)=C/C(=O)C(F)(F)C(F)(F)C(F)(F)F)cc1	-0.3	9	2	1.0	1	0.4	-6	-1	.
CCN(CC)c1ccc(/C=N/NC(=S)NCc2ccco2)cc1	-0.8	26	-24	-0.1	18	-2.2	-5	2	.
O=C(CSc1nc(C2CC2)nc2ccccc12)Nc1ccccc1	-1.1	13	4	-0.4	-1	.	6	13	-1.3
COc1ccc(-c2[nH]n(-c3ccc([N+](=O)[O-])cc3)c(=O)c2C=NCc2ccc(F)cc2)cc1	1.3	-2	7	0.2	0	-0.9	-3	3	-0.8
CCOc1cc(/C=C2\C(=O)ON=C2C)ccc1OCc1ccccc1	-0.2	-2	-14	-1.9	3	-3.7	-3	-5	.
CC1CC(C)CN(c2cc(N(C)CCO)c([N+](=O)[O-])c3nonc23)C1 (configuration not stated)	-1.1	5	15	.	-44	-4.3	-4	-30	2.3
O=C(NC1CCCC1)C(c1ccsc1)N(Cc1ccccc1)C(=O)Cc1cccs1 (configuration not stated)	1.2	-5	8	-2.1	5	-0.6	-8	-4	-1.5

Remaining list, next part
SMILES	BoNT-A LC inh2	GDH-TPI counter	CCHFV vOTU inh	Mtb UGM inh	FBA Mtb inh	FadD28 FP inh	BoNT-F LC inh	PrPC TRFRET	BioA inh
CN(C)c1ccc(CN2CCC(C(=O)NC(c3ccc(F)cc3)c3ccc4ccccc4n3)CC2)cc1 (configuration not stated)	-0.9	-1	21	.	0	-3.9	-13	-25	-0.5
CCc1cc2c(=O)c(Oc3ccccc3)c(C)oc2cc1O	-0.2	18	-142	-0.8	186*	-2.1	5	6	.
O=C(O)CCCCCNc1nc2ncn(Cc3ccccc3)c2c(=O)[nH]1	0.2	-4	19	-1.3	-2	-2.6	0	0	1.8
CC(=O)c1ccc(N2CCN(C(=O)c3cc4c(-c5ccccc5F)nn(C)c4s3)CC2)cc1	-0.3	12	6	-1.1	4	-2.4	-7	-1	-0.7
Cc1ccc(S(=O)(=O)NC(=O)c2ccccc2C)cc1	0.5	-2	9	-1.4	-1	-3.5	0	1	2.6
C=CCNC(=O)N1CCCC(C(=O)c2cccc(Cl)c2)C1 (configuration not stated)	0.1	1	6	-0.4	-5	-3.2	-1	7	.
CCN(Cc1ccccc1)C(=O)c1oc2ccc(S(=O)(=O)N3CCOCC3)cc2c1C	-0.3	4	-9	-0.5	-1	-3.8	-1	12	0.5
COc1ccc(C(=O)Nc2ccccc2C(=O)N/N=C/c2ccccn2)cc1OC	-0.2	12	-5	1.4	-3	-4.8	-17	6	-1.8
Cc1ccc(C2CC(C(F)(F)F)n3nc(C(=O)NCc4ccco4)cc3N2)cc1 (configuration not stated)	?	3	11	1.2	-1	-0.9	-6	4	-3.2
Fc1ccc(NC(=S)NC2CCCCC2)c(F)c1F	0.5	5	-3	1.4	0	-3.4	5	13	.
COCCCn1c(SCC(=O)NC2CCCC2)nnc1-c1ccco1	-2.8	-9	-12	1.1	-4	-4.4	-3	0	.
CC(C)(C)NC(=O)NC(=O)COc1ccc(Br)cc1Br	0.2	-3	17	-0.6	-1	-2.2	-2	6	.
[O-]C1=N/[N+](=C/c2ccc(Cl)cc2)CC1	0.1	-8	4	0.3	1	-2.3	1	0	-1.6
COc1ccc(COC(=O)CCc2cc(OC)c(OC)c(OC)c2)cc1F	-0.4	-4	-6	.	2	-0.6	-6	1	0.3
Cc1nc2cc(N3CCCCC3)c(NC(=O)c3ccncc3)cc2c(=O)n1Cc1ccccc1	0.4	7	2	.	3	-0.7	3	1	-0.9
Cc1cccc(C(=O)N/C(=C\c2ccc(C)o2)C(=O)O)c1	1.3	14	-7	-3.2	2	-3.0	-1	7	-1.4
CCN1CCN(C(=O)/C=C/c2ccc(OC)c(OC)c2)CC1	0.3	18	0	2.1	3	-3.7	12	-6	-0.9
CC(=O)NC(c1ccc(C(C)C)cc1)c1c(O)ccc2ccccc12 (configuration not stated)	-0.1	-9	14	-0.7	5	-4.1	?	7	-0.7
COc1cc(NC(=O)CSc2nc(C)c(C)c(C)n2)c(C)cc1[N+](=O)[O-]	-1.9	12	-8	-2.2	-1	-0.6	-6	-6	-8.0
COC(=O)c1ccc(C2NC(=O)c3ccccc3O2)cc1 (configuration not stated)	2.0	-2	-11	0.3	4	0.3	6	11	-1.5
C=CCn1c(CNC(=O)c2ccco2)nnc1SCC(=O)Nc1cccc(F)c1	-1.4	13	4	6.2	3	-0.1	-6	-2	11
CN1CCC(N(C)C(=O)CCc2nc3ccccc3n2-c2ccccc2)CC1	0.5	3	-7	-2.4	1	-3.5	-1	-9	.
CCCN1CCC(NC(=O)Nc2cc(Cl)ccc2OC)CC1	-0.1	2	-19	-1.9	0	-2.6	-1	2	.
COc1ccc(C2c3sc(=O)[nH]c3SCC2C(N)=O)cc1 (configuration not stated)	0.1	-11	-11	-1.9	-1	-4.2	1	-27	-0.7
Cc1noc(C)c1S(=O)(=O)Nc1ccccc1Oc1ccccc1	0.0	4	-3	-0.3	-5	-3.5	-6	10	.
C=CCNC(=O)c1ccccc1CCc1ccccc1	-0.2	-6	-5	0.3	-1	-2.5	-4	-1	0.5
COc1cccc(N(C(=O)CNC(=O)c2ccco2)C(C(=O)NC2CCCC2)c2ccncc2)c1 (configuration not stated)	-1.2	8	2	-1.5	5	-1.0	-15	-2	-0.6
O=C(COc1ccccc1)Nc1nc2ccccc2[nH]1	0.8	-1	-41	-1.2	-3	-0.9	-12	0	1.2
C/C(=N/OC(=O)c1ccc(Cl)cc1Cl)c1oc(C)nc1C	1.1	3	-8	6.7	2	-1.1	9	-2	.
